# HEK293 tox: cytotoxic compounds in HEK 293 cells; actives 6.6% (n = 94,000); HEK 293 viability, ATP luminescence (CellTiter-Glo), 48-72 h; Potency, µM (doses to about 115 µM), for the others: at the top dose activity change, negative = cytotoxicity, hits mostly inhibitors; note: potency is the fitted concentration of half-maximal effect; nearly all actives have a fitted effect of over 60% in size
#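 HEK 293 cells seeded at 250 cells/well were exposed to compound for 48 or 72 hr at 37 degree Celsius. Viability taken as ATP content by CellTiter-Glo luminescence.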
# IP6K1 inh: blocks human inositol hexakisphosphate kinase 1; IP6K1 kinase, ADP-Glo luminescence, 2 h; stronger effect = lower value; activity change, % (series mostly up to about 58 µM); actives 0.81% (n = 140,000); in the data active = activity change below about -25%
#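 ADP-Glo luminescence measures ADP made by human IP6K1 during a 2 h RT reaction with ATP/IP6 (mix at 1.3 mM/130 uM); top library doses 57.5 and 19.1 uM final.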
# HEK293 viab: reduces viability of HEK-293 SNCA reporter cells. actives 0.12% (n = 150,000). HEK-293-SNCA-luc viability, GF-AFC fluorescence, 24 h. Potency, µM (series often up to 57.1 µM), for inactives: at the top dose activity change, negative = cytotoxicity, most hits filed as cytotoxic;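 note: potency is the fitted concentration of half-maximal effect; 0% = DMSO-treated cells and -100% = medium-only wells without cells; nearly all actives have a fitted effect of over 30% in size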
#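 Cytotoxicity counterscreen: after 24 h compound treatment of genome-edited SNCA-luciferase HEK-293 cells, live-cell protease substrate GF-AFC read by fluorescence after 30 min; activity scaled between DMSO (0%) and medium-only (-100%), curves Hill-fitted.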
# Luciferase inh: blocks purified firefly luciferase enzyme activity; Potency, µM (highest dose often 115 µM), inactives show at the top dose activity change, negative = inhibition, usual class: inhibitors; purified P. pyralis luciferase, luminescence, biochemical; actives 2.5% (n = 76,000); note: potency is the fitted concentration of half-maximal effect; nearly all actives have a fitted effect of over 65% in size
# Target sequence (P08659 whole entry, looked up): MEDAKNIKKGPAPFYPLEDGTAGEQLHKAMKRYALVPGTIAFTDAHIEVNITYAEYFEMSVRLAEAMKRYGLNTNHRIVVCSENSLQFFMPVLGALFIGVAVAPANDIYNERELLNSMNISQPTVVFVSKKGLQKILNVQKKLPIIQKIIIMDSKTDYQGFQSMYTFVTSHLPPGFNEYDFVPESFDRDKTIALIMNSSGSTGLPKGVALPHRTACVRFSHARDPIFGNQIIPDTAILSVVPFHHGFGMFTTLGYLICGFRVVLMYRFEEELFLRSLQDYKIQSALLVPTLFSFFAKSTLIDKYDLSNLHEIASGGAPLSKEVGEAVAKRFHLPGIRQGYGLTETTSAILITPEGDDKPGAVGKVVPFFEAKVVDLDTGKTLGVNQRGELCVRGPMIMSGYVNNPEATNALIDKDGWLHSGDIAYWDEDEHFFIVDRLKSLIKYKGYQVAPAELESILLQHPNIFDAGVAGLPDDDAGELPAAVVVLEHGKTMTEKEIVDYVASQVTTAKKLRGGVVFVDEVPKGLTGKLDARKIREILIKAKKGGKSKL
#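 Luminescence read by CCD imaging after purified firefly luciferase (10nM final) was added to substrate buffer holding 10uM D-luciferin and 10uM ATP, pH 7.5, pre-dosed with compound.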
# 3T3 cytotox: NIH 3T3 cell cytotoxicity; NIH 3T3 viability, CellTiter-Glo ATP luminescence, 48-72 h; Potency, µM (highest dose often 96.7 µM), for inactives: at the top dose activity change, negative = cytotoxicity, hits mostly inhibitors; actives 4.3% (n = 94,000); AID 1345082; note: potency is the fitted concentration of half-maximal effect; nearly all actives have a fitted effect of over 55% in size
#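 Cells were seeded at 400 per well, treated with pin-transferred compound, and kept 48 or 72 hr at 37 °C before CellTiter-Glo addition and luminescence imaging of cellular ATP.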
# GPT2 inhibitor: blocks human glutamate pyruvate transaminase 2. actives 0.25% (n = 100,000). Q8TD30. Recombinant GPT2, coupled pyruvate oxidase/HRP Amplex Red fluorescence. Potency, µM (top dose mostly 57.7 µM), without a hit: at the top dose activity change, negative = inhibition, most hits filed as inhibitors; note: potency is the fitted concentration of half-maximal effect; nearly all actives have a fitted effect of over 60% in size; many of its hits are not listed in these tables
# Target sequence (Q8TD30 whole entry, looked up): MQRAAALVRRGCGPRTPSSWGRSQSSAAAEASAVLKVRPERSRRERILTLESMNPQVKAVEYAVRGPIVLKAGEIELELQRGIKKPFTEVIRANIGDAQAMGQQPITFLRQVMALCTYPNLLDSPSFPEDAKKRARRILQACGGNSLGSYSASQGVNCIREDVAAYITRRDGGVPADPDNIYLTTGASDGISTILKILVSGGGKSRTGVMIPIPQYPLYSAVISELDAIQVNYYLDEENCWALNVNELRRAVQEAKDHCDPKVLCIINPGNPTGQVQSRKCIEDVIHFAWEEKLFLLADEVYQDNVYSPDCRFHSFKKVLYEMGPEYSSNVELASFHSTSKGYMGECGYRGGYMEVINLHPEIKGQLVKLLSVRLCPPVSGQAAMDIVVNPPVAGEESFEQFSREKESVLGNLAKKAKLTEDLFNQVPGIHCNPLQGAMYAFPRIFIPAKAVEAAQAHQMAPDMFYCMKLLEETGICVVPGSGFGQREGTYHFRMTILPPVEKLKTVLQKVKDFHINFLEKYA
#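 Recombinant GPT2 (10ng/uL) with 250uM a-KG and 2mM L-alanine, 30 min at room temperature, in HEPES pH 7.5 buffer. Pyruvate detected by pyruvate oxidase/HRP/Amplex Red fluorescence after 30 min in the dark; AOA (50uM) as positive control.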
# SNCA expr inh: reduces expression of the alpha-synuclein gene; HEK-293 SNCA-luciferase knock-in, luminescence, 24 h; Potency, µM (series often up to 57.2 µM), without a hit: at the highest dose activity change, negative = inhibition, hits mostly inhibitors; actives 0.17% (n = 140,000);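 note: potency is the fitted concentration of half-maximal effect; plate controls were DMSO cells for no effect and cell-free wells for full effect; nearly all actives have a fitted effect of over 45% in size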
# An asterisk follows results filed as active; i = inactive; ? = inconclusive; / = no result given; & = joins results of further samples; [ ] = another dose, or the depositor's remark. Unless noted, calls come from the whole dose curve; as a rule, active = well fitted curve in the direction sought with a large enough effect; inconclusive = small, poorly fitted or top-dose-only effect, or another doubt; inactive = no such curve, though single readings can be large; an effect the other way counts as inactive or inconclusive. Unless noted, % is set by controls: 0 for no effect and ±100 for the full control effect. These rows are one share of the data; rates above refer to the full screens.
structure,HEK293 tox,IP6K1 inh,HEK293 viab,Luciferase inh,3T3 cytotox,GPT2 inhibitor,SNCA expr inh
CC(C)(C)c1ccc(C(=O)Nc2ccccc2C(=O)OCc2cc(=O)n3ccsc3n2)cc1,/,48,9%,/,/,/,24%
COc1cccc(CCNC(=O)c2cnc3sc(N4CCCCCC4)nn3c2=O)c1,/,-5,-2%,/,/,/,7%
O=C(NC1CCN(Cc2cccc(-c3cccs3)c2)CC1)C1CCCC1,-37%,12,4%[12.5 µM],/,-19%,-21%,-1%
CC(C)C[C@@H](NC(=O)[C@@]1(O)C[C@@H](O)[C@H](O)[C@@H](NC(=O)c2cccnc2)C1)C(N)=O,-6%[172 µM],-2,0%[87.6 µM],6%[172 µM],-12%[174 µM],-2%[88.5 µM],-28%[87.6 µM]
Cc1ccccc1CC(=O)N1CCC2(CC1)CC(O)CCO2 (stereo unspecified),i,1,-10%,/,0%,1%,20%
O=C1CC(c2ccccc2)N(C(=O)CNC(=O)c2[nH]nc3c2COc2ccccc2-3)CCCCCN1 (stereo unspecified),32µM*,-9,-9%,4%,?,i,21%
CC1CCC2(CC1)N=C(c1ccccc1)C(=O)N2CC(=O)Nc1ccc(F)c(Cl)c1 (stereo unspecified),/,10,?,/,/,/,?
c1ccc(-c2n[nH]c(C3CCCCN3)n2)cc1 (stereo unspecified),7%,-16,5%,3%,i,i,2%
O=C(Cn1cc(S(=O)(=O)Cc2cccc(Cl)c2)c2ccccc21)Nc1ccccc1C(F)(F)F,/,-5,-7%,/,/,/,-28%
COc1ccc(OC)c(S(=O)(=O)N2CCC(c3ncc(C)n3C(C)C)C2)c1 (stereo unspecified),-20%,0,0%,5%,-14%,i,8%
CN1C[C@H](NC2CCC2)CCC[C@@H](C(=O)NC2CCOCC2)CC1=O,?,8,3%[87.6 µM],-1%[172 µM],3%[138 µM],-9%[88.5 µM],4%[87.6 µM]
CC1CCCN(C(=O)Cn2ccn3nc(-c4ccc(F)cc4)c(CO)c3c2=O)C1 (stereo unspecified),?,17,-14%,-5%,-21%,-4%,1%
CCN(CC)CCNC(=O)c1cc2c(=O)n(C)c3cc(Cl)ccc3c2s1,/,1,-2%,/,/,/,16%
COc1ncccc1-c1nccc2c(=O)cc(N(C)C3CCOCC3)oc12,-18%[172 µM],-4,4%[87.6 µM],-7%[172 µM],?,1%[88.5 µM],-14%[87.6 µM]
CN1[C@@H](CCC(=O)N2CCCC2)CNC(=O)[C@@H]2[C@H]1CCN2Cc1ccc(C(F)(F)F)cc1,-12%,-2,2%,-2%,-10%,i,0%
Cc1cc(NC(=O)c2ccco2)cc(-c2nc3ccccc3o2)c1O,/,0,-7%,/,/,/,-16%
COCC1CN(S(=O)(=O)c2ccc(F)c(Cl)c2)CC12CCNCC2 (stereo unspecified),?,22,-13%,9%,?,i,-12%
CO[C@@H]1CC[C@H](OC[C@]2(COC(=O)c3ccc(C)[nH]3)[C@H](OC(C)=O)CC[C@@]3(C)[C@@H]4CC=C(C)[C@@H](C5=C(O)C(=O)OC5O)[C@]4(C)CC[C@@H]32)O[C@H]1C (stereo partly specified),/,21,-28%[23.9 µM],/,/,i,/
O=C(c1ccccc1F)N1CCC(C(=O)N2CCC(N3CCOCC3=O)CC2)CC1,i,-2,3%,/,0%,i,-15%
Cc1nc2nc(NC(=O)c3ccc(F)cc3)[nH]n2c(=O)c1Cc1ccccc1,/,-25,5%,/,/,/,3%
O=C(C1CCCCN1Cc1ccc(-c2ccsc2)cc1)N1CCC(Cc2ccccc2)CC1 (stereo unspecified),?,0,?,/,35µM*,i,?
COc1ccc(C(=O)Nc2ccccc2-c2nc3ccccc3s2)cc1OC,/,6,-3%,/,/,/,0%
COc1ccc(C2Cn3nnc(C(=O)N4CCN(C(=O)Cc5ccc(F)cc5)CC4)c3CO2)cc1 (stereo unspecified),?,-10,-10%,2%,-10%,i,?
CCOC(=O)c1c(-c2ccc(C)cc2)csc1NC(=O)c1cc(=O)c2cc(C)ccc2o1,/,1,?,/,/,/,-3%
COC1CCCN(c2ccc(C(=O)N3CCC(N4CCOCC4)CC3)cn2)C1 (stereo unspecified),-16%,-6,-4%,-5%,-9%,i,-15%
O=C(NC1CCCCC1)C1CN(S(=O)(=O)c2ccc(F)cc2F)CC12CCOCC2 (stereo unspecified),i,-10,-1%,5%,4%,-21%,-3%
Cn1nc(C(=O)NCc2cccnc2)c2c1CN(C(=O)CC1CCCCC1)C2,-27%,8,16%,/,-29%,4%,6%
Cc1cc(C)cc(NC(=O)[C@H]2CCC[C@H]2NC(=O)c2cnc(C)cn2)c1,i,-2,-9%,-1%,0%,4%,15%
CC(C)N1CCCC2(CCN(S(=O)(=O)c3ccc(F)cc3F)C2)C1=O (stereo unspecified),i,19,-1%,-8%,?,-1%,5%
O=C(NCCc1ccncc1)C1CN(C(=O)Cc2ccc(F)cc2)CC12CCOCC2 (stereo unspecified),-6%,22,4%,1%,-5%,i,10%

# Shown with each value named: entries from further up.
Cc1cc(NC(=O)c2ccco2)cc(-c2nc3ccccc3o2)c1O
  HEK293 tox: /
  IP6K1 inh: 0
  HEK293 viab: -7%
  Luciferase inh: /
  3T3 cytotox: /
  GPT2 inhibitor: /
  SNCA expr inh: -16%

COCC1CN(S(=O)(=O)c2ccc(F)c(Cl)c2)CC12CCNCC2 (stereo unspecified)
  HEK293 tox: ?
  IP6K1 inh: 22
  HEK293 viab: -13%
  Luciferase inh: 9%
  3T3 cytotox: ?
  GPT2 inhibitor: i
  SNCA expr inh: -12%

O=C(NC1CCN(Cc2cccc(-c3cccs3)c2)CC1)C1CCCC1
  HEK293 tox: -37%
  IP6K1 inh: 12
  HEK293 viab: 4%[12.5 µM]
  Luciferase inh: /
  3T3 cytotox: -19%
  GPT2 inhibitor: -21%
  SNCA expr inh: -1%

CC(C)(C)c1ccc(C(=O)Nc2ccccc2C(=O)OCc2cc(=O)n3ccsc3n2)cc1
  HEK293 tox: /
  IP6K1 inh: 48
  HEK293 viab: 9%
  Luciferase inh: /
  3T3 cytotox: /
  GPT2 inhibitor: /
  SNCA expr inh: 24%

# Continued:
structure,HEK293 tox,IP6K1 inh,HEK293 viab,Luciferase inh,3T3 cytotox,GPT2 inhibitor,SNCA expr inh
CCCCNC(=O)c1ccc2c(c1)n(Cc1cccc(OC)c1)c(=O)c1ccnn12,-7%,-4,-9%,0%,?,i,11%
COc1ccc2ccc(OCc3nc(C(=O)N4CCC(=O)NCC4C)co3)cc2c1 (stereo unspecified),45µM*,37,3%,-11%,-27%,3%[11.5 µM],?
Cc1ccc(NC(=O)C2CCN(S(=O)(=O)c3ccc4[nH]c5c(c4c3)CCCCC5)CC2)cc1,/,5,12%,/,/,/,?
CN(C)c1ccc(CN2CCC(c3nc4ncccc4[nH]3)C2)cc1 (stereo unspecified),-26%[172 µM],5&3,-2%[87.6 µM],-6%[172 µM],-27%[138 µM],2%,?
O=C(CC[C@@H]1CNC(=O)[C@@H]2C[C@H](NC(=O)c3cccc(F)c3)CN12)NCc1ccc(F)cc1,i,-1,-3%,-2%,-2%,0%,-2%
COc1cccc(NC(=O)/C(C#N)=C\c2cn(Cc3ccc(C)cc3)c3ccccc23)c1,/,41,-3%,/,/,/,-2%
CCOc1ccc(-n2ccnc2SCC(=O)Nc2ccc3c(c2)OCO3)cc1,/,-1,-3%,/,/,/,-1%
O=C(O)C1c2ccccc2C(=O)N(Cc2ccccc2)C12CCCC2 (stereo unspecified),-13%,-6,0%,10%,i,i,0%
COc1ccccc1-c1cc(C(=O)NCc2ccc(Cl)cc2)nn2cnnc12,?,15,-15%[12.5 µM],/,?,-11%[88.5 µM],4%[87.6 µM]
OC[C@@]1(O)CO[C@@H](OC[C@H]2O[C@@H](Oc3c[nH]c4ccccc34)[C@H](O)[C@@H](O)[C@@H]2O)[C@@H]1O,/,14,-1%[23.9 µM],/,/,i,/
Cc1noc2c(NC3CCC(O)CC3)cc(-c3cccs3)nc12 (stereo unspecified),?,-16,-3%[87.6 µM],2%[172 µM],28µM*,-2%[88.5 µM],17%[87.6 µM]
Cc1cn(CCn2ccnc2-c2cccc(C(C)N(C)C)c2)nn1 (stereo unspecified),-10%,5,1%,-4%,1%,2%,-16%
O=C(c1ccc2c(c1)OCO2)N1CCC2(CN[S+](=O)([O-])c3ccccc3N2)C1 (stereo unspecified),i,-6,-11%,0%,i,i,23%
O=C(CC1CCN(S(=O)(=O)c2ccc(F)cc2)C1)NCc1ccccc1 (stereo unspecified),?,1,-16%[12.5 µM],-5%,-8%,-12%,-15%
O=C(Cc1c(F)cccc1Cl)N1C[C@@H](CO)[C@H](c2ccncc2)C1,-2%,10,10%,0%,-34%,2%,-13%
CC(=O)O[C@@H]1C2=C(O)C(=O)[C@](C)(OC(C)=O)C(=O)C2=CO[C@@]12O[C@@H](C)CC[C@H]2OC(C)=O,/,-1,-9%[23.9 µM],/,/,5%[27.3 µM],/
CCc1ccc(OCC(=O)Nc2ncn[nH]2)c(Br)c1,/,20,-6%,/,/,/,?
COc1ccccc1CNC(=O)c1ccc(Cn2ccn3nc4c(c3c2=O)CCCC4)cc1,?,-3,-22%,-3%,?,4%,?
COCCN(CC1CCN(Cc2ccccc2F)CC1)C(=O)C1CCCCO1 (stereo unspecified),-5%,-7,9%,-4%,-23%,i,2%
CN1CC(=O)N(C2CCC2)Cc2c(NC3CC3)ncnc21,-3%[172 µM],-6,1%[87.6 µM],/,-15%[138 µM],4%[88.5 µM],10%[87.6 µM]
CC(C)CNC(=O)c1ccnc(-c2nnc3ccc(Nc4ccccc4)nn23)c1,?,-28*,-11%[87.6 µM],-13%[172 µM],?,-28%[88.5 µM],-2%[87.6 µM]
CCOc1ccc(-c2noc(-c3nc(C)no3)n2)cc1,-26%,-13,11%,?,-8%,i,180%[activator]
CC#CCn1cc2c3c(cccc31)[C@H](CC(C)C)N[C@H](C(=O)OC)C2,?,-5,4%[87.6 µM],-1%[172 µM],?,-9%[88.5 µM],-7%[87.6 µM]
CN1CCc2nc(N(C)C)[nH]c(=O)c2CC1,-4%,4,-7%,10%,-1%,5%,22%
CC(C)c1ccc(S(=O)(=O)c2nnn3c2nc(NC2CCCC2)c2ccccc23)cc1,3%,-6,6%,/,i,-9%,?
CCCCn1c(=O)c(C(=O)N2CCN(C(=O)c3ccc(C)cc3)CC2)nc2cccnc21,-25%,19,-3%,/,?,?,13%
Cc1ccc(S(=O)(=O)NC[C@H]2OC[C@@H](NCC3CC3)[C@@H]2O)cc1,-9%[172 µM],17,-5%[87.6 µM],-5%[172 µM],-11%[174 µM],0%[88.5 µM],-7%[87.6 µM]
O=C(CCC[C@@H]1[C@H]2CCCN3CCC[C@@H](CN1C(=O)c1cccnc1)[C@@H]23)NCCCN1CCCC1,7%,0,5%,7%,i,-7%,26%

# Compound activity from PubChem BioAssay.
